VIM-2 inhibitor – inhibitors of Pseudomonas aeruginosa VIM-2 metallo-beta-lactamase; hit rate 0.89% among 290,000; purified VIM-2, nitrocefin hydrolysis, epi-absorbance fluorescence; AID 1527; inhibition, % at 5.6 µM;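 active means inhibition above the mean of all tested compounds plus 3 SD, cutoff set per screening run, cut at about 7.5% in these data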;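 further: red hydrolysis product quenches plate fluorescence so inhibitors raise well fluorescence; 0% = enzyme with DMSO and 100% = DMSO without enzyme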
pCIP destab – p/CIP protein destabilization; Q05BA5; F442A p/CIP-EGFP cells, EGFP fluorescence, 16 h; decrease of EGFP signal, % at 10 µM; hit rate 0.01% among 290,000;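 active means EGFP signal decrease of at least 30% at 10 µM or well 3 SD below plate mean, unless failing retest; inactive means the rest, including hits failing retest or dose response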; further: some compounds called inactive have numbers as strong as hits; many of its hits are not listed in these tables
GPR7 antagonist – blocks human GPR7 receptor signaling. GPR7-expressing cells, fluorescence antagonist assay. inhibition, % at 4.4 µM. hit rate 1.1% among 290,000. AID 1861; in the data active means inhibition above about 16%, passing the limit was not always enough;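 further: cells stimulated with the agonist NPW; 0% = agonist with vehicle and 100% = vehicle without agonist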
Target sequence (P48145 whole entry, looked up): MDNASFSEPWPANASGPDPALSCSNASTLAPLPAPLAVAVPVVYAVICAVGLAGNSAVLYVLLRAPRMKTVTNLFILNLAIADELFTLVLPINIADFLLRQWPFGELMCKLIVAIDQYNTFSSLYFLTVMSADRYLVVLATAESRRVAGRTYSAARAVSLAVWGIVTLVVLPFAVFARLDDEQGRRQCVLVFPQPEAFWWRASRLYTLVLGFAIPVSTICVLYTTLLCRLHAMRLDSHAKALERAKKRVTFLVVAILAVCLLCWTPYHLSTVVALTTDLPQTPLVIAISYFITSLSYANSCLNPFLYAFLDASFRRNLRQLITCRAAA
IDE cell activ – IDE (human) activation, cell-based | P14735 | HEK cells, FAbeta-B cleavage, fluorescence polarization; 0% vehicle, 100% cell-free pure enzyme wells | activation, % at 5.96 µM | hit rate 0.073% among 340,000;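 active means activation above the mean of all tested compounds plus 3 SD, set per screening campaign, cut at about 17% in these data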
PHOSPHO1 inh – inhibitors of human PHOSPHO1 phosphatase | Q8TCT1 | recombinant PHOSPHO1, absorbance phosphatase assay | inhibition, % at 13.3 µM | hit rate 1.1% among 290,000; in the data active means inhibition above about 60%
Target sequence (Q8TCT1 whole entry, looked up): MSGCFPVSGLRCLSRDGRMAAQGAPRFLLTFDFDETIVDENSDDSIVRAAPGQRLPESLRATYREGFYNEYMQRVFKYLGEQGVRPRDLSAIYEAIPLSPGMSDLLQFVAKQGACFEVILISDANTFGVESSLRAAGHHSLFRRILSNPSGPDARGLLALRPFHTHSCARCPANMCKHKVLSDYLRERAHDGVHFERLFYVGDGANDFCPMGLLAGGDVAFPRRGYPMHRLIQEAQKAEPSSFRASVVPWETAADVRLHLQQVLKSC
IDE inh – cellular human IDE inhibition. HEK cells, FAbetaB cleavage, fluorescence polarization. inhibition, % at 5.59 µM. hit rate 0.41% among 320,000. AID 434962;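 active means percent inhibition above the average of all tested compounds plus 3 SD, set per screening campaign, cut at about 16% in these data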;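 further: IDE supplied by intact live HEK cells; FP after avidin binding of uncleaved biotin substrate so inhibition keeps polarization high; 0% = DMSO wells and 100% = 60 µM reference IDE inhibitor Ii1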
IMP-1 inh – blocks Pseudomonas aeruginosa IMP-1 metallo-beta-lactamase. hit rate 0.45% among 290,000. purified IMP-1, nitrocefin hydrolysis, epi-absorbance fluorescence. inhibition, % at 5.6 µM;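 active means inhibition above the mean plus 3 SD of all compounds in the same screening run, cut at about 4.5% in these data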;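 further: 0% = IMP-1 with DMSO and 100% = DMSO wells lacking enzyme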
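Assay system: purified IMP-1; Quantity: IMP-1 0.2 nM before substrate addition; Medium: HEPES buffer pH 7.1 with ZnSO4 and Brij 35; Incubation: 15 min enzyme–compound preincubation, then 25 min nitrocefin reaction, 25 °C; Signal: fluorescence quenching readout, ex 480/em 530 nm; Controls: DMSO with and without IMP-1; Repeats: singlicate testing.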
NALP1 yeast inh – blocks the NALP1 inflammasome reconstituted in yeast; S. cerevisiae NALP1/ASC/caspase-1 growth, X-gal OD620, 72 h; inhibition, % at 10 µM; hit rate 0.61% among 280,000; AID 2071; in the data active means inhibition mostly above about 24%, no sharp cut-off; inactive means mostly below about 32%; further: some compounds called inactive have numbers as strong as hits
M18AAP inhibitor – PfM18AAP enzyme inhibition; hit rate 1.2% among 290,000; AID 1822; recombinant PfM18AAP, H-Glu-NHMec fluorogenic cleavage; inhibition, % at 7.35 µM;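 active means inhibition above the campaign mean inhibition over all tested compounds plus 3 SD, cut at about 28% in these data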;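 further: 0% = plate median of test compound wells and 100% = 2 mM ZnCl2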
Active calls of the source: *; nt = not tested or not shown.

Order of results – M18AAP inhibitor, NALP1 yeast inh, IMP-1 inh, PHOSPHO1 inh, GPR7 antagonist, VIM-2 inhibitor, pCIP destab, IDE inh, IDE cell activ
[1] Cc1ccccc1NC(=O)Cn1c(=O)oc2ccccc21
 : 3, 16, -4.6, 14, -10, 0.2, -5, 4, 0
[2] Cc1cccc(Oc2ccc(S(=O)(=O)N3CCCCC3)cc2N)c1
 : -6, 5, -3.3, 12, -9, -2.2, 9, 3, 5
[3] COc1ccc(C(=O)OCn2nnc3ccccc3c2=O)cc1
 : -4, 19, -1.7, 9, -2, -3.8, -4, -1, 7
[4] CC1CCc2nn(CC(=O)N3CCCCCC3)cc2C1 (stereo not drawn)
 : -3, 30, -2.3, 42, 4, -0.1, -19, 2, 5
[5] CCOc1ccc2nc(NC(=O)C(NS(=O)(=O)c3cccc4nsnc34)C(C)C)sc2c1 (stereo not drawn)
 : -4, -6, -5.3, -18, -1, -6.8, -3, -2, -1
[6] c1ccc(-c2csc3nnc(SCc4ccc5c(c4)OCO5)n23)cc1
 : -2, 28, -3.1, 38, -6, -4.5, -9, -2, 4
[7] Cc1nnc(NC(=O)CN2CCN(Cc3ccccc3Cl)CC2)s1
 : 1, 4, -3.3, 34, -16, -4.2, -5, -3, 5
[8] Cc1cccc(C(=O)NNC(=O)CSc2nnc(C(C)C)n2C)c1
 : -2, 9, 2.7, 15, 3, -2.4, -2, 2, 4
[9] O=C(O)c1ccccc1SCCS(=O)(=O)c1ccc(Cl)cc1Cl
 : 1, -14, -0.3, nt, 3, 0.1, -11, -1, 0
[10] COc1ccccc1OCC(=O)Nc1ccccc1C(=O)NCc1cccnc1
 : -10, 3, 0.3, 40, -9, -0.6, 3, -2, 4
[11] Cc1nn(C)c(C)c1NC(=O)C12CC3CC(CC(C3)C1)C2
 : 4, 21, -3.5, -9, -11, -3.1, -10, -3, 5
[12] COc1ccc(-c2cc(C3CC3)nc3sc(C#N)c(N)c23)cc1
 : 2, 31, -2.6, -21, -10, -0.5, -7, -2, 2
[13] O=C(O)/C=C\C(=O)Nc1ccc(N2CCN(c3cccc(Cl)c3)CC2)cc1
 : 12, 7, -4.9, 28, -1, -1.1, 1, 2, 5
[14] CS(=O)(=O)c1nc(S(=O)(=O)c2ccc(Cl)cc2)c(NCc2ccccn2)s1
 : -1, -4, -1.2, -10, 1, -3.2, -8, 0, 2
[15] COc1cc(NC(=O)Cn2cnc3ccccc3c2=O)c(OC)cc1Cl
 : -9, 11, 0.7, 44, 5, 0.2, 0, 0, -1

Order of results – M18AAP inhibitor, NALP1 yeast inh, IMP-1 inh, PHOSPHO1 inh, GPR7 antagonist, VIM-2 inhibitor, pCIP destab, IDE inh, IDE cell activ
[16] Cc1ccc(Cn2c(=O)sc3ccccc3c2=O)cc1
 : 0, 33, -2.8, 3, -8, -2.9, 3, -3, 1
[17] COC(=O)c1ccc(S(=O)(=O)N2CCC(C(N)=O)CC2)n1C
 : -11, nt, -0.5, 23, -6, 0.8, 1, 6, 7
[18] COc1cc(C(=O)NCCNc2nc3cc(C)ccc3cc2C#N)cc(OC)c1OC
 : 5, 4, -2.4, 45, -19, -1.6, -1, 5, -10
[19] CC(C)c1ccc(/C=C2\NC(=O)NC2=O)cc1
 : 1, -2, -1.4, 4, -13, -0.5, -2, 2, -4
[20] Cc1nn(C)c(C(=O)N/N=C/c2cccnc2)c1Br
 : 0, 19, -0.9, -28, -14, -0.1, 16, -1, -2
[21] Cc1nc(N2CCOCC2)c2cc(-c3ccccc3)sc2n1
 : -5, 12, -2.9, 1, -4, 2.2, -15, 5, 2
[22] O=C(NC(=S)Nc1ccc(N2CCCCC2)c(Cl)c1)c1cccs1
 : -10, nt, -0.3, nt, -11, -8.7, nt, 2, 2
[23] O=C(NCc1ccccc1)NC1CCS(=O)(=O)C1 (stereo not drawn)
 : 6, 4, -0.3, 41, 0, -0.2, -2, -2, -2
[24] C=CCSc1nnc2n(-c3ccccc3OC)c(=O)c3c4c(sc3n12)CCC4
 : 10, 10, -4.0, 14, -9, -3.0, -14, 3, nt
[25] O=C(N/N=C/c1coc2ccccc2c1=O)c1ccccc1Br
 : 36*, 40, -2.6, -3, -5, -3.0, -12, 5, 1
[26] O=C(c1ccc(Cl)c([N+](=O)[O-])c1)N(c1ccccn1)c1ccccn1
 : 1, 46, -1.8, 14, -4, -3.0, -3, 6, -1
[27] Cc1cnc(NC(=O)CSc2nnc3ncccn23)s1
 : -2, 7, -1.8, 37, 0, -3.8, -21, -2, -2
[28] COc1ccc(-c2csc(NC(=O)C3CCCCN3S(=O)(=O)c3ccccc3)n2)cc1 (stereo not drawn)
 : -6, -4, -1.5, 5, -16, -0.5, -14, -6, 2
[29] COCCCN1C(=O)N(c2ccc(F)cc2)C(=O)C1CC(=O)Nc1ccccc1 (stereo not drawn)
 : -5, 5, -4.0, 22, -9, -0.4, -10, -6, -3
[30] O=C(COC(=O)Cc1ccccc1F)Nc1ccc(F)cc1F
 : -2, 10, -3.0, 34, -10, -3.9, -2, -3, -3

Order of results – M18AAP inhibitor, NALP1 yeast inh, IMP-1 inh, PHOSPHO1 inh, GPR7 antagonist, VIM-2 inhibitor, pCIP destab, IDE inh, IDE cell activ
[31] Cc1ccc(NC(=O)CSc2nc3ccccc3c3nc(CCn4cncc4C)nn23)c(C)c1
 : 0, 17, -5.7, -4, 3, -0.8, -5, 0, -9
[32] O=C(c1ccc(=O)oc1)N1CCN(c2ccc(F)cc2)CC1
 : nt, 4, nt, -4, nt, nt, -5, 0, -5
[33] CCN(CC)c1ccc(-c2nc3cnccc3n2C)cc1
 : 0, 21, -0.8, 20, 10, -3.0, -5, -3, 1
[34] O=S(=O)(c1ccc(F)cc1)c1nc(-c2ccc(F)cc2)oc1NCCN1CCOCC1
 : -1, 5, -1.2, 19, -6, -0.5, -1, nt, 2
[35] O=C(COc1ccccc1)Nc1cccc(-c2nc3cc4ccccc4cc3[nH]2)c1
 : 4, 12, 0.0, 42, -2, -0.3, -13, 1, 2
[36] CC1CCCC(C)N1C(=O)CSc1nnnn1C1CCCC1 (stereo not drawn)
 : -1, 24, -0.7, 6, 4, -2.2, 1, nt, 5
[37] Cc1ccc(S(=O)(=O)N(C)CC(=O)N2CCN(C(=O)c3ccco3)CC2)cc1
 : -2, 7, -2.6, -6, -6, -1.6, -9, 11, 1
[38] CC(C)NC(=O)c1cc(-c2ccco2)nn1-c1ccc(Cl)cc1
 : -17, -3, -2.0, 0, 12, -6.9, 6, 2, -2
[39] CCOC(=O)Cn1nc(C)cc1NC(=O)c1cccnc1
 : 5, 12, -3.7, -114, -8, -3.0, -3, 1, 3
[40] CC1CCc2cc(F)ccc2N1C(=O)CCl (stereo not drawn)
 : 5, -2, -1.3, -8, -19, -2.6, 14, nt, 4
[41] CCOc1ccc(CNC(=O)C2CCN(C(=O)N3CC(C)Oc4ccccc43)CC2)cc1 (stereo not drawn)
 : 4, 8, -3.1, -6, 0, -0.2, -6, -2, -4
[42] COCCn1c(=O)[nH]c2cc(C(=O)NCCN3CCN(c4ccccc4)CC3)ccc2c1=O
 : 3, 9, -1.9, 9, -7, -1.7, -2, 1, 4
[43] CNc1nc2[nH]c(=O)c3c(c2s1)OC(N)=C(C#N)C3c1ccccc1 (stereo not drawn)
 : 5, 8, -2.3, -9, 0, -2.6, -1, -4, -2
[44] O=C1CN(S(=O)(=O)c2cccc(Cl)c2Cl)c2ccccc2N1
 : 1, -4, -0.9, 13, -10, -0.2, 10, 1, -4
[45] Cn1cnnc1-c1cccc(NC(=O)c2cc(F)c(F)cc2Cl)c1
 : -4, 4, -3.4, -14, -11, -2.8, 3, -1, 3

Order of results – M18AAP inhibitor, NALP1 yeast inh, IMP-1 inh, PHOSPHO1 inh, GPR7 antagonist, VIM-2 inhibitor, pCIP destab, IDE inh, IDE cell activ
[46] COc1ccc(CNC(=S)Nc2ccccc2)cc1
 : 10, -19, -4.8, 45, -18, -4.5, -8, 5, 3
[47] CCOc1ccc(Nc2nc(Cc3nnc(SCC(=O)NC4CCCCC4)n3C)cs2)cc1
 : 6, 2, -5.7, 15, -5, -6.9, -7, -3, 1
[48] CC(=O)Nc1ccc(SCC(=O)Nc2cc(C)on2)cc1
 : 10, 2, 0.6, 4, -14, 1.3, 4, -1, 1
[49] COC(=O)c1c([N+](=O)[O-])c(OC)c(OC)c(OC)c1[N+](=O)[O-]
 : -12, -2, -2.0, -14, -5, -2.4, -3, 9, 6
[50] Cc1ccc(OCC(=O)N(c2ccccn2)C2CCCCC2)c(C)c1
 : -7, 44*, -1.9, -1, -3, -1.1, 2, 3, 6
[51] Cc1ccc(Cl)cc1N1CCN(Cc2nnnn2Cc2ccco2)CC1
 : -3, nt, -2.8, -23, -1, -3.6, 1, 9, -6
[52] Cc1onc(-c2ccccc2)c1C(=O)Nc1nnc(CC(C)(C)C)s1
 : -5, 23, -1.6, 24, -1, -3.4, 0, 5, 6
[53] CCOC(=O)N1CCN(C(=S)NC(=O)c2c(-c3c(Cl)cccc3Cl)noc2C)CC1
 : 3, 23, -3.9, 11, -9, -4.7, -15, -2, 5
[54] COc1ccc(Cl)cc1C(=O)NCCCn1ccnc1
 : -11, 14, 3.4, 34, 0, 5.6, -3, -3, 0
[55] O=C(c1cnn2c(C(F)(F)F)cc(-c3cccs3)nc12)N1CCCC1
 : -1, nt, -2.2, 42, -11, 3.6, -28, 5, -11
[56] O=C(CN1N=C(c2ccccc2)CCC1=O)NCCN1CCc2ccccc2C1
 : -9, 14, -4.5, -4, -4, -2.7, 3, 1, -3
[57] Cc1ccc2c(c1)N(CCC(=O)NCc1ccco1)C(=O)CO2
 : -2, 16, -0.8, 19, 6, 1.1, -45, 4, 4
[58] O=C(CCc1nc(-c2ccccc2F)no1)NCCN1CCOCC1
 : -4, 8, -1.1, -5, -14, -0.9, -3, 6, 4
[59] Oc1ccc(Nc2nc3ccccc3nc2Nc2ccc(O)cc2)cc1
 : -4, -5, -0.1, 100*, 6, -1.4, -32, 0, -8
[60] CC(=O)c1c(C)cc(C)c(CSc2nnc(-c3ccco3)o2)c1C
 : 1, 9, -1.9, -8, 4, -2.0, 1, 5, -1

Order of results – M18AAP inhibitor, NALP1 yeast inh, IMP-1 inh, PHOSPHO1 inh, GPR7 antagonist, VIM-2 inhibitor, pCIP destab, IDE inh, IDE cell activ
[61] Cc1ccc(C2CC(=O)C(C=NCCN3CCN(C(=S)Nc4ccc(F)cc4)CC3)=C(O)C2)cc1 (stereo not drawn)
 : 25, -33, -1.5, 6, 6, -5.0, 7, 3, 5
[62] Cc1cc(C)n(Cc2ccc(C(=O)NCc3ccco3)o2)n1
 : -2, 10, -5.4, -4, -9, -3.6, 4, 5, 5
[63] Cc1cc(C)n(Cc2ccc(C(=O)O)o2)n1
 : -8, -9, -0.4, 11, -1, 0.0, 2, 0, 4
[64] CCc1ccc(/C=C2\Oc3cc(OS(C)(=O)=O)ccc3C2=O)cc1
 : -4, 11, -0.8, 4, -5, -1.7, 5, 2, -4

Compound activity (PubChem)
